AI-2 QS mod = modulates the Vibrio harveyi AI-2 quorum sensing system | Vibrio harveyi JMH597 AI-2 luminescence/OD600 ratio, 9 h; active compounds read low; strain lacks LuxN and CqsS sensors; 0 = neutral-control median | activity change, % at 7.5 µM | hit rate 0.4% among 300,000 | AID 2094; in the data active means activity change below about -75%, passing the limit was not always enough;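 further: luminescence divided by OD600 gain over 9 h not by final OD600 alone; inactives centre near 13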
HSF1 inh = HSF1 inhibition; NIH3T3-HGL HSE-luciferase, MG132-induced, luminescence 8 h; active compounds read low; activity change, negative = inhibition, % at 7.5 µM (by protocol); hit rate 0.77% among 300,000;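 active means more than half of replicate wells show activity change below -50%, luminescence cut by over half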;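 further: luciferase reports HSF-1 transcriptional activity via heat shock element; 0% = median of DMSO wells and -100% = zero luminescence signal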
KLF5 inh = suppresses KLF5 promoter-driven expression; DLD-1 KLF5 promoter-luciferase reporter, luminescence; inhibition, % at 5 µM; hit rate 0.23% among 290,000;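 active means inhibition above a per-plate limit of that plate's mean compound inhibition plus 3 SD, cut at about 60% in these data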;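 further: 0% = DMSO wells and 100% = LY294002 at 200 µM; higher means less KLF5 promoter-driven luciferase light; inactives centre near -14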
GSK3B inh = inhibitors of human GSK3beta kinase | P49841 | GST-GSK3beta kinase, ADP-Glo luminescence, 60 min; active compounds read low | activity score (negative = inhibition), % at 10 µM | hit rate 0.038% among 300,000;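 active means more than half of replicate wells score below -50%, meaning over 50% inhibition versus plate controls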;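 further: 0% = median DMSO wells and -100% = median GW8510 positive control wells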
Target sequence (P49841 whole entry, looked up): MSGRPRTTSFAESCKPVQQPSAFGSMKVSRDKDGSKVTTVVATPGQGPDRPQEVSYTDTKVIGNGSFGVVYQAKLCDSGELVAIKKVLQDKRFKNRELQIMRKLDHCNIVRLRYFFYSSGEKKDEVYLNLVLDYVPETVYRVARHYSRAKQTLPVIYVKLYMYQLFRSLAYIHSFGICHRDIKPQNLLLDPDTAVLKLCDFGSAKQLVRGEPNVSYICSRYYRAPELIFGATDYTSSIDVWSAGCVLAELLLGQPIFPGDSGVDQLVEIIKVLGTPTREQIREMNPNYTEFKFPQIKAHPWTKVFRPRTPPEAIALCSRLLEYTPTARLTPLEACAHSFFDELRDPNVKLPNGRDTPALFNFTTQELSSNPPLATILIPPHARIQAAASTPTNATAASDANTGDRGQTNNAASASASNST
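Assay system: GST-fused GSK3beta enzyme, cell-free / Medium: Tris pH 7.5 buffer with MgCl2, DTT, BSA, heparin / Also added: peptide substrate plus 25 µM ATP (final) / Compound: 10 µM single point / Timing: kinase reaction with compound 60 min at room temperature / Detection: ADP-Glo luminescence / Benchmarks: DMSO neutral wells and GW8510 at 20 µM as positive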
HSP90 inh = inhibitors of HSP90 luciferase refolding in rabbit reticulocyte lysate; luciferase refolding luminescence, 3 h; inhibition, % at 5.6 µM; hit rate 0.91% among 290,000; AID 1789;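 active means inhibition above the screen-wide mean plus 3 SD, computed separately per campaign, cut at about 16% in these data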;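 further: 0% = DMSO wells and 100% = 60 µM geldanamycin wells; inhibitors lower the luminescence because luciferase stays unfolded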
HIF activator = HIF pathway transcriptional activation; U2OS HRE-luciferase reporter, luminescence; normalized: DMSO 0%, desferrioxamine 100%; activation, % at 7.5 µM (by protocol); hit rate 0.32% among 300,000; AID 1910;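 active means mean activation of at least 10% of the iron chelator positive control signal, with at least half of replicates also reaching 10%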
HSF-1 act = increases HSF-1 driven luciferase reporter signal | NIH3T3-HGL HSF-1 luciferase reporter, MG132, 8 h; 100% = twice DMSO control signal | activation, % at 9 µM | hit rate 1.7% among 300,000;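 active means mean replicate activation of at least 50% with a set share of replicates each reaching 50%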;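 further: 0% = median of the neutral control wells and 100% = twice that signal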
aSyn 5UTR inh = MLPCN primary screen, SNCA 5' untranslated region; alpha-synuclein 5'UTR reporter, inhibitor activity; inhibition, % (tested at 7.5 µM); hit rate 0.82% among 300,000; in the data active means inhibition above about 60%;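 further: H4 neuroglioblastoma cells stably carrying SNCA 5'UTR luciferase fusion; 0% = DMSO wells and 100% = positive control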
GSK3A inh = blocks human GSK-3 alpha kinase | ADP-Glo luminescence, 60 min | inhibition, % at 10 µM | hit rate 0.1% among 320,000 | AID 2650;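 in the data active means inhibition above about 50%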;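 further: GST-tagged GSK-3 alpha with peptide substrate and 25 µM ATP; 0% = DMSO neutral wells and 100% = GW8510 positive control wells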
Target sequence (P49840 whole entry, looked up): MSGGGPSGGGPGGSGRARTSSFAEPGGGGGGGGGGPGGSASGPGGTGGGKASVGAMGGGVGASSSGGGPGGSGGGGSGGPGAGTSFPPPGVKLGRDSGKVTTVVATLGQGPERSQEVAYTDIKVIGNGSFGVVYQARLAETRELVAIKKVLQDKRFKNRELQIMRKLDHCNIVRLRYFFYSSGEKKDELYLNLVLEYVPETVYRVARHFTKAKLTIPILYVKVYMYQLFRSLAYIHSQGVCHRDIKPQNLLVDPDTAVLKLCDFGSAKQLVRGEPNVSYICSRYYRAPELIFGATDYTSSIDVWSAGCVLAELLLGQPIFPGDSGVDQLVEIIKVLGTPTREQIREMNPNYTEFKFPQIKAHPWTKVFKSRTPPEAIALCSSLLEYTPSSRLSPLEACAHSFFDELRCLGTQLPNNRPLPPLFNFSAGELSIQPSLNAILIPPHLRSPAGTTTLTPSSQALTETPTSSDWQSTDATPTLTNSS
IEC-6 tox = counter-screen for KLF5 inhibitors: cytotoxicity in IEC-6 cells. AID 1825. hit rate 0.78% among 290,000. IEC-6 cytotoxicity, luminescence viability. inhibition, % at 5 µM; in the data active means inhibition above about 22%;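 further: 0% = plate median of test compound wells and 100% = cytotoxic reference compound wells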
The depositor's hits bear a star; nt = not tested or not shown.

Each structure is followed by: aSyn 5UTR inh, GSK3B inh, HSF-1 act, IEC-6 tox, HIF activator, HSP90 inh, AI-2 QS mod, HSF1 inh, GSK3A inh, KLF5 inh
1) COc1ccc(CCN(C)C(=O)c2cc(=O)c3ccccc3o2)cc1OC
 : -11, 0, -9, 2, 0.3, -4, 27, 1, -1, -24
2) Cc1ccc2cc(C(c3nnnn3Cc3ccccc3)N3CCN(c4ccccc4)CC3)c(=O)[nH]c2c1 (stereo unspecified)
 : -9, -1, 17, 8, 0.4, 3, 5, 6, -3, 14
3) C#CCN1N=C(c2ccc(C)cc2)CSC1=O
 : 21, 0, 10, nt, -0.1, nt, 15, 0, -5, nt
4) CC(C)OC(=O)c1cccnc1SCc1cc(=O)n2ccccc2n1
 : -14, -2, 9, 1, -0.1, -2, 4, -2, 8, 3
5) Cn1c(=O)c2c(nc(N/N=C3\CCCc4ccccc43)n2Cc2ccc(F)cc2)n(C)c1=O
 : -47, -3, -8, -2, -0.1, 0, 5, 3, 9, 3
6) COc1ccc(C/C(C)=N/NC(=S)Nc2ccc(C(C)C)cc2)cc1
 : -15, -5, -3, 3, -1.4, -1, 28, 1, -9, -7
7) CCOc1ccc(NC(=O)CSc2nc(C)cc(C)n2)cc1
 : 21, 1, -9, -4, -0.3, 2, -15, -3, -3, -28
8) CCc1cc(-c2[nH]ncc2-c2ccc3c(c2)OCO3)c(O)cc1O
 : 0, -2, -24, -5, 0.4, 1, 53, -15, 7, -37
9) O=C(Nc1nc2ccccc2s1)c1cc(-c2ccccc2)nn1-c1ccccc1
 : -137, -3, 4, -3, 1.7, -1, 33, -4, -2, -36
10) CCOC(=O)c1sc(NC(=O)CN(CC(C)C)CC(C)C)c(C(=O)OCC)c1C
 : 48, -1, -22, -4, -0.4, -1, 8, -5, -3, -33
11) CCCCN(CC)C(=O)C1CCCN(S(=O)(=O)c2cccc3nsnc23)C1 (stereo unspecified)
 : -1, -5, -15, 8, -0.2, 4, nt, -5, 6, 0
12) O=C(CCNC(=O)Cn1ccc2ccccc2c1=O)NCCN1CCN(c2ccccc2F)CC1
 : 18, 0, -15, 2, 1.2, 1, 14, -7, 0, -11
13) CCNc1nc(NCC)nc(Oc2ccc(C(=O)OC)cc2)n1
 : 22, 0, -4, -8, 0.3, 1, 7, -3, 0, -19
14) COc1ccccc1OCCn1cc(/C=C(\C#N)C(=O)NCc2ccco2)c2ccccc21
 : -2, -1, 29, -8, 0.1, -5, 25, 8, 0, -11
15) CCN(c1cccc(C)c1)S(=O)(=O)c1ccc(OC)c([N+](=O)[O-])c1
 : 10, 0, 3, -3, -0.6, -2, 24, -10, 4, 5
16) CC(C)CN1CCC(=O)N([C@H](CN=[N+]=[N-])Cc2ccccc2)CC1
 : 5, 3, -2, 0, 0.1, -2, 24, -4, 2, -16
17) Cc1ccc(S(=O)(=O)CCSc2n[nH]c(=O)n2-c2ccc3c(c2)OCCO3)cc1
 : -72, -29, 8, -6, -0.3, -1, 30, 2, 77*, -11
18) CCCn1c(=O)c(C(=O)NNC(=O)c2ccc(Cl)cc2Cl)c(O)c2ccccc21
 : -10, 5, -8, -9, -0.3, -3, -24, -1, -2, -16
19) CCCc1[nH]n(-c2ccc([N+](=O)[O-])cc2)c(=O)c1C=NCCCn1ccnc1
 : 15, 2, 15, 2, 0.0, 7, 4, -2, -1, 12
20) CCS(=O)(=O)CCSc1nc2ccccc2s1
 : -7, 3, 1, 5, 0.6, 4, 13, -2, 1, 5
21) CCN1CCCC1CNC(=O)c1cc([N+](=O)[O-])c(N(C)C)cc1OC (stereo unspecified)
 : -1, -2, -22, 2, -1.6, -2, 17, -8, -3, 1
22) O=C(Nc1ccc(NC(=O)c2ccccc2Br)cc1)c1ccccc1
 : -84, -1, 24, 0, 4.4, -2, 17, 10, -5, -93
23) Cc1cccc(-n2cc(C(=O)O)c(=O)cc2C)c1
 : 13, -1, -9, 3, -0.2, -3, 23, 3, 3, -23
24) Cc1cc(C(=O)COC(=O)c2ccc[nH]c2=O)c(C)n1CCc1ccc(F)cc1
 : 22, 0, 15, -7, 0.8, 3, 21, 6, -1, -6
25) OC(CSc1ccccc1Cl)CN1CCN(c2ccccc2F)CC1 (stereo unspecified)
 : 5, -2, 4, -2, -0.2, -1, 24, -8, nt, 0
26) COc1ccc(N2C(=O)CCC(C(=O)NCCCN3CCC(C)CC3)C2c2ccc(OC)c(OC)c2)cc1 (stereo unspecified)
 : 3, 1, 9, -5, -0.5, 1, -10, -3, 1, -16
27) CCOc1ccc(NC(=O)CCc2nnc3ccc(N4CCC5(CC4)OCCO5)nn23)cc1
 : 33, 2, -5, -6, 0.0, -3, 24, 0, -1, -18
28) CC(=O)N(C)c1ccc(NS(=O)(=O)c2cc(Cl)ccc2Cl)cc1
 : -14, 2, 6, 0, -0.2, 1, 0, -1, -4, -9
29) COc1ccc(/C=C/c2nc3ccccc3c(=O)o2)cc1
 : 102*, -1, -66, 8, -6.3, 79*, 8, -59*, -5, 71*
30) COC(C(=O)Nc1ccnn1C1CCN(Cc2cnn(C)c2)CC1)c1ccccc1 (stereo unspecified)
 : 4, -1, -15, -6, -0.2, -7, 29, 7, -5, -21
31) Cc1ccc(OCCCC(=O)Nc2ccc(Br)cc2)cc1
 : -3, -2, 47, 8, 0.5, 2, 15, 7, 0, -41
32) CCOc1ncccc1C(=O)NNC(=O)c1cccc(S(=O)(=O)Nc2ccc(OC)cc2)c1
 : 0, 1, 2, -7, 0.1, 2, 17, -6, 1, -51
33) O=C(CSc1nnc(CNC(=O)c2cccs2)o1)Nc1cccc(F)c1
 : -8, -1, 5, 1, nt, 3, 37, -5, nt, -12
34) Clc1ccc2c(NNc3ccccc3Cl)ccnc2c1
 : -30, -24, 2, 6, -0.5, -3, 6, 3, 1, -7
35) C=CCN1C(=O)CN=C1Nc1cc(C)cc(C)c1
 : 7, 3, 6, -1, 0.2, 0, 12, -1, 0, -21
36) Cc1c(NC(=O)c2cccs2)cccc1NC(=O)c1cccs1
 : -10, -1, 4, 5, -0.3, -4, 15, -5, 0, -29
37) Clc1ccc(Sc2oc(/C=N/n3cnnc3)cc2Br)cc1
 : 9, -3, nt, 7, -0.4, 4, 29, nt, -5, 0
38) CCn1c(=O)c2cc(C(=O)NCCCOC)sc2c2ccccc21
 : -85, 11, 14, 22*, -14, -3, 9, 4, -1, -34
39) Cc1nc(-c2ccccc2)sc1C(=O)Nc1ccc(S(N)(=O)=O)cc1
 : -19, -1, -12, 7, -1.2, 0, 14, -2, -1, -22
40) CCOC(=O)c1[nH]cnc1C(=O)NCc1ccccc1
 : 12, -1, -5, -3, -0.3, 0, 15, -1, -3, -5
41) Cc1c(NC(=O)Nc2ccccc2Cl)c(=O)n(-c2ccccc2)n1C
 : 7, -1, -8, -6, -1.0, -3, 3, -11, 0, -20
42) CCC1(C)Cc2c(sc3nc(NN)n(C)c(=O)c23)CO1 (stereo unspecified)
 : 19, 1, 11, 2, 0.1, 2, 23, 7, -2, -24
43) Cc1ccc(S(=O)(=O)c2ccc(Cl)cc2)cc1S(=O)(=O)NC(C)C(=O)O (stereo unspecified)
 : 14, -2, 2, -7, -0.5, -4, 5, -2, -2, -26
44) CN(CCC#N)c1ccc(/C=C(\C#N)c2ccccn2)cc1
 : -28, 3, 31, -5, 0.7, 2, 18, 1, 1, -19
45) O=C1CN(C(=O)COc2ccc(F)cc2Cl)c2ccccc2N1
 : -8, -6, -10, 6, 0.0, 7, 6, 4, 6, -8
46) CCn1cc([N+](=O)[O-])c(C(=O)Nc2c(C)nn(Cc3c(F)c(F)c(F)c(F)c3F)c2C)n1
 : 21, 1, -2, 2, -0.2, 1, 24, 5, -2, 6
47) CN(C)CCNC(=O)c1ccc(CS(=O)(=O)c2c(Cl)cccc2Cl)o1
 : -8, -7, -8, -5, -0.1, 1, 3, 4, 3, -15
48) C/C(=N\N=C1\NC(=O)CC(C(=O)O)S1)c1ccc(F)cc1 (stereo unspecified)
 : -14, 0, -14, 1, -0.1, 1, 16, -8, 0, -39
49) Cc1ccc(-c2nnc(SCc3ccc(C#N)cc3)n2Cc2ccco2)cc1
 : 31, 2, 27, -3, 0.0, -1, -15, 16, 1, -40
50) Cc1nn(CCCC(=O)Nc2nccs2)c(C)c1[N+](=O)[O-]
 : 12, -1, -5, 2, 0.4, 0, 8, -12, 1, -25
51) CCc1noc(C)c1C(=O)Nc1cccc(S(=O)(=O)N2CCCCCC2)c1
 : 11, -5, 5, nt, -0.5, nt, 26, 3, -2, nt
52) CCC(=O)NC(=S)NNC(=O)c1ccc(NC(=O)c2ccccc2)cc1
 : -16, -2, -11, 0, 0.7, -2, 6, 1, 0, -14

An excerpt from above in order of formula weight, smallest number first:
Each structure is followed by: aSyn 5UTR inh, GSK3B inh, HSF-1 act, IEC-6 tox, HIF activator, HSP90 inh, AI-2 QS mod, HSF1 inh, GSK3A inh, KLF5 inh
44) CN(CCC#N)c1ccc(/C=C(\C#N)c2ccccn2)cc1
 : -28, 3, 31, -5, 0.7, 2, 18, 1, 1, -19
34) Clc1ccc2c(NNc3ccccc3Cl)ccnc2c1
 : -30, -24, 2, 6, -0.5, -3, 6, 3, 1, -7
21) CCN1CCCC1CNC(=O)c1cc([N+](=O)[O-])c(N(C)C)cc1OC (stereo unspecified)
 : -1, -2, -22, 2, -1.6, -2, 17, -8, -3, 1
39) Cc1nc(-c2ccccc2)sc1C(=O)Nc1ccc(S(N)(=O)=O)cc1
 : -19, -1, -12, 7, -1.2, 0, 14, -2, -1, -22
19) CCCc1[nH]n(-c2ccc([N+](=O)[O-])cc2)c(=O)c1C=NCCCn1ccnc1
 : 15, 2, 15, 2, 0.0, 7, 4, -2, -1, 12
22) O=C(Nc1ccc(NC(=O)c2ccccc2Br)cc1)c1ccccc1
 : -84, -1, 24, 0, 4.4, -2, 17, 10, -5, -93
10) CCOC(=O)c1sc(NC(=O)CN(CC(C)C)CC(C)C)c(C(=O)OCC)c1C
 : 48, -1, -22, -4, -0.4, -1, 8, -5, -3, -33
5) Cn1c(=O)c2c(nc(N/N=C3\CCCc4ccccc43)n2Cc2ccc(F)cc2)n(C)c1=O
 : -47, -3, -8, -2, -0.1, 0, 5, 3, 9, 3
46) CCn1cc([N+](=O)[O-])c(C(=O)Nc2c(C)nn(Cc3c(F)c(F)c(F)c(F)c3F)c2C)n1
 : 21, 1, -2, 2, -0.2, 1, 24, 5, -2, 6
2) Cc1ccc2cc(C(c3nnnn3Cc3ccccc3)N3CCN(c4ccccc4)CC3)c(=O)[nH]c2c1 (stereo unspecified)
 : -9, -1, 17, 8, 0.4, 3, 5, 6, -3, 14
